D2 agonist – D2 dopamine receptor (human) agonism. P14416. HEK293 T-REx D2 cells, calcium flux agonist mode. activation, % at 2 µM. actives 0.53% (n = 340,000);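 active means activation over 3 SD above normal in the single-dose calcium agonist read, cut at about 30% in these data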; further: 0% is about no effect
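Agonism is scored from calcium flux in a force-coupled, inducible HEK293 cell line expressing D2, read kinetically for 180 s after compound addition against dopamine controls.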
TRHR ag – activates the human TRH receptor; TRHR cells, calcium flux fluo-8, FDSS agonist mode; activation, % at 2 µM; actives 0.18% (n = 360,000); in the data active means activation above about 30%; further: 0% is about no effect
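Read-out: compound-evoked intracellular calcium rise in TRHR cells, fluo-8 dye, kinetic FDSS fluorescence at 1 s/cycle following a 10-cycle baseline. Cells cultured overnight before dye loading (30 min–1.5 h, RT).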
PI4K2A inh – inhibitors of human PI4K2A; Q9BTU6; purified PI4K2A, ADP-Glo luminescence, 1 h; stronger effect = lower value; activity change, negative = inhibition, % at 76.9 µM; actives 0.13% (n = 420,000); in the data active means activity change below about -50%; inconclusive means mostly about -30% to -49%;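 further: -100% = wells without enzyme as full effect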
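PI4K2A activity was measured by ADP-Glo luminescence: enzyme (4 ug/mL stock) and phosphatidylinositol (1.2 mM stock) in Tris pH 7.5/MgCl2/EGTA/Triton X-100 buffer were reacted with ATP (300 microM stock) for one hour at ambient temperature.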
mIDH1 inhibitor – blocks human mutant IDH1 R132H enzyme; O75874; actives 0.093% (n = 390,000); AID 602179; Potency, µM (doses to about 76.6 µM), inactives show top-dose activity change, negative = inhibition, usual class: inhibitors; IDH1-R132H enzyme, NADPH consumption, diaphorase/resazurin fluorescence; further: potency means the concentration at half of the fitted maximal effect; on the % scale 0 is the no-effect control and ±100 the full control effect; nearly all actives have a fitted effect of over 65% in size
Target sequence (O75874 whole entry R132H, stated change not applied): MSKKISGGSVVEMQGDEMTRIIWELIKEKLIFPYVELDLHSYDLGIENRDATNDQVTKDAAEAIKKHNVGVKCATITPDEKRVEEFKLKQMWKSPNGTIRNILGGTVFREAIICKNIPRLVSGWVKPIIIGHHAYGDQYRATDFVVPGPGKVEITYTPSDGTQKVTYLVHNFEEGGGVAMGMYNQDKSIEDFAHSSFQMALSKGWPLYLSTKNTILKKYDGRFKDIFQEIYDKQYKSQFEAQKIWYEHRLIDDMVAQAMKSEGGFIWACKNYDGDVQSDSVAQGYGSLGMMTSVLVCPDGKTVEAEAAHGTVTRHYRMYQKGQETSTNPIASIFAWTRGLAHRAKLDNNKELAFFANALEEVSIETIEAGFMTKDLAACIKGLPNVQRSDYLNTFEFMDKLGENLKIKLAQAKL
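IDH1-R132H (0.5 ug/mL) preincubated 30 min with compound, then NADPH (0.016 mM) and alpha-KG (2 mM) added; 80 min at RT, pH 7.5. Remaining NADPH coupled via diaphorase/resazurin to fluorescence (540/590 nm); concentration-response curves normalized to no-enzyme control.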
TrxR1 inh – rat TrxR1 inhibition. Potency, µM (top dose mostly 114 µM), for the others: top-dose activity change, negative = inhibition, hits mostly inhibitors. AID 588453. O89049. actives 1% (n = 390,000). recombinant rTrxR1, NADPH fluorescence consumption, selenite substrate; further: potency means the concentration at half of the fitted maximal effect; on the % scale 0 is the no-effect control and ±100 the full control effect; nearly all actives have a fitted effect of over 65% in size
Target sequence (O89049 whole entry, looked up): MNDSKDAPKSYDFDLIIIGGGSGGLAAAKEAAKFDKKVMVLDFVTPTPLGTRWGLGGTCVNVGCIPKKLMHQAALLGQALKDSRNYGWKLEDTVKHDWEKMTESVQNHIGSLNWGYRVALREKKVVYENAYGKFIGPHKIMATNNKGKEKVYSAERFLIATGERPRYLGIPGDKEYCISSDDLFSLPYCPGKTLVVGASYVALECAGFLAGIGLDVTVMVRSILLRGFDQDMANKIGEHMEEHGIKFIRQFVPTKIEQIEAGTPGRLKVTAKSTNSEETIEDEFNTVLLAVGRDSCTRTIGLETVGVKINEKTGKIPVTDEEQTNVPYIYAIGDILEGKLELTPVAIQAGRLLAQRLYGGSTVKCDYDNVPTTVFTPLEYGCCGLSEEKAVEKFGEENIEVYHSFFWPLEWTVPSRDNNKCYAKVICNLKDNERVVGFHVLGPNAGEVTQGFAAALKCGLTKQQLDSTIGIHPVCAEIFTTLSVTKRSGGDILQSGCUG
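Rat TrxR1 (90 nM in the dispensed reagent) was pre-reduced with 400 uM NADPH for 5 min at room temperature, then incubated with compound for 15 min. After 400 uM selenite was added, NADPH fluorescence (Ex 340/Em 450 nm) was followed for 8 min.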
USP1 inh – inhibitors of human USP1/UAF1 deubiquitinase; Potency, µM (doses to about 57.1 µM), for the others: top-dose activity change, negative = inhibition, actives largely listed as inhibitors; recombinant USP1/UAF1, Ub-Rhodamine cleavage fluorescence; actives 0.23% (n = 390,000); O94782; further: potency means the concentration at half of the fitted maximal effect; on the % scale 0 is the no-effect control and ±100 the full control effect; nearly all actives have a fitted effect of over 60% in size; inactives centre near -12
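Step one: compound is pinned into 1nM USP1/UAF1 in HEPES pH 7.8 buffer with TCEP. Step two: 15 min room-temperature incubation. Step three: Ub-Rho (150nM final) starts cleavage, tracked by fluorescence over six one-minute reads.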
TrxR1 substrate – substrates of rat thioredoxin reductase 1. purified TrxR1 substrate turnover, NADPH consumption readout. actives 0.01% (n = 390,000). Potency, µM (titrated, usually from 114 µM), without a hit: at the highest dose activity change, negative = substrate turnover; further: potency means the concentration at half of the fitted maximal effect; on the % scale 0 is the no-effect control and ±100 the full control effect; nearly all actives have a fitted effect of over 50% in size
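Rat TrxR1, dispensed at 90 nM, was prereduced with 400 uM NADPH (final) for 5 min at ~22 deg C, then incubated with compound 15 min before 400 uM selenite. A first-read NADPH fluorescence drop versus no-compound background flagged substrates.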
D2 antag – D2 dopamine receptor (human) antagonism; inhibition, % at 10 µM; HEK293 TREx D2 cells, calcium flux, dopamine EC80; P14416; actives 2% (n = 340,000); AID 485344; in the data active means inhibition above about 30%; further: 0% is about no effect
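Measurement of antagonist activity uses fluorescent calcium dye in inducible HEK293 T-REx D2 cells: 10 s baseline, compound addition with 180 s read, EC80 dopamine addition with a further 180 s read.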
TRHR PAM – TRH receptor (human) allosteric enhancement | P34981 | TRHR cells, fluo-8 calcium fluorescence, EC20 TRH enhancement | enhancement, % at 2 µM | actives 0.66% (n = 360,000) | AID 493056; in the data active means enhancement above about 30%; further: 0% is about no effect
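Enhancer read-out: after compound pinning and an initial kinetic agonist-mode read, an EC20 of TRH (10 nM final) was injected and fluo-8 calcium signal (Ex 480/Em 530) followed at 1 s/cycle for 100 cycles in TRHR-expressing cells.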
* = called active by the depositor; ? = inconclusive; . = no result given; & = joins results of further samples; [ ] = dose if it differs, or a comment. Unless noted, the call rests on the fitted dose curve; in most records, active means well fitted inhibition curve with a large enough effect; inconclusive means small, poorly fitted or top-dose-only effect; inactive means no such curve, though single readings can be large or run the other way.

compound	D2 agonist	TRHR ag	PI4K2A inh	mIDH1 inhibitor	TrxR1 inh	USP1 inh	TrxR1 substrate	D2 antag	TRHR PAM
CCCSc1nc(N)c(C#N)c(-c2ccc(C)cc2)c1C#N	1.9	2.2	7	6%	21%[57.1 µM]	-12%	3%[57.1 µM]	-14	-1
Cc1cc(NC(=O)CSc2nnnn2-c2ccc(C(C)C)cc2)no1	-0.5	0.0	5	2%	3%	-18%	2%	-13	11
CCN1CCN(C(=O)C2(NC(=O)Nc3ccccc3Cl)CCCCC2)CC1	-0.3	-0.3	5	2%	4%	-17%	4%	5	-2
COC(=O)C12CCC(C)(c3nc4ccccc4nc31)C2(C)C (stereo unspecified)	-0.1	-0.7	1	-1%	13%[57.1 µM]	-4%	-7%	-3	0
Cc1cccc(C(=O)N2CC(=O)Nc3ccc(F)cc3C2c2ccc(F)cc2)c1 (stereo unspecified)	0.3	2.2	2	0%	17%	-23%	4%	-12	-5
CCOC(=O)c1c(NC(=O)CSc2ncccn2)sc2c1CC(C)(C)NC2(C)C	-0.1	-0.1	2	5%	14%	-17%	0%	0	10
O=C(NCc1ccc(Cl)cc1)C(=O)N/N=C/c1ccc(Br)cc1	15	0.5	1	0%	16%	-11%	2%	-12	-1
O=C(CCNS(=O)(=O)c1ccccc1)NCC1CCCCC1	0.1	-0.6	-5	-4%	19%	4%	-9%[57.1 µM]	-13	7
Cc1cccc(NS(=O)(=O)c2cc3c(cc2C)N(C)CCO3)c1	3.1	0.4	-4	1%	-1%[57.1 µM]	-9%	4%[57.1 µM]	4	-2
O=C(Nc1cccc(-c2cccc(Cl)c2)c1)C1CCN(Cc2ccc(CO)o2)CC1	1.0	0.3	4	8%	10%	-16%	2%	-3	6
CCN(C(=O)COC(=O)c1cc([N+](=O)[O-])ccc1N1CCCCC1)C1CCS(=O)(=O)C1 (stereo unspecified)	0.2	-0.8	-4	21%	23%[57.1 µM]	1%	-10%	-4	-7
NC(=O)c1ccccc1NS(=O)(=O)c1ccc2c(c1)OCCO2	0.3	-0.1	1	-1%	-10%	-12%	47%[activator]	2	-5
CCOc1ccc2nc(NC(=O)CSc3nc(SC)ns3)sc2c1	0.1	0.2	-4	-2%	-3%	-14%	-1%	-4	1
O=S(=O)(NCc1cc(-c2ccc(Cl)cc2)no1)c1ccccc1	.	.	1	-9%	15%[57.1 µM]	1%	-5%[57.1 µM]	.	.
O=C(NC(=S)NCCOCc1ccc(Cl)cc1)c1cccnc1	-0.3	0.0	-3	2%	3%	-14%	3%	1	-1
COc1cccc(OC)c1C(=O)Nc1ccc(C(=O)c2ccncc2)cc1	-0.4	-0.6	3	-6%	8%[57.1 µM]	-9%	6%[57.1 µM]	-2	9
Cc1ccc2c(c1)C(c1ccccc1)N(C(=O)c1ccc(OC(C)C)cc1)CC(=O)N2 (stereo unspecified)	-0.2	-0.2	1	-11%	26%	-22%	5%	.	-1
CCc1ccccc1NC(=O)CSC1=Nc2ccccc2C2=NC(Cc3ccccc3)C(=O)N12 (stereo unspecified)	0.5	-0.3	3	-1%	4%[57.1 µM]	-15%	-4%[57.1 µM]	.	-1
CCOC(=O)c1sc(=S)n(C)c1NC(=O)c1ccc(OC)cc1	-0.8	0.3	6	0%	-21%[57.1 µM]	5%	4%[57.1 µM]	9	11
COc1cc(OC)c(N(C)C(=O)Cn2ncc3c([nH]c4ccccc43)c2=O)cc1Cl	0.8	1.0	2	-12%	24%	-19%	-2%	.	1
CC(C)Cn1c(C2CC(=O)N(c3ccccc3Cl)C2)nc2ccccc21 (stereo unspecified)	-0.2	-0.8	1	53%[activator]	8%	-26%	-1%	.	-1
O=C1CN(C(=O)COC(=O)CNC(=O)c2ccc(Br)o2)c2ccccc2N1	1.8	1.0	0	0%	5%	-18%	0%	2	-3
CCSC1=NCCN1C(=O)C(C)(C)Oc1ccc(Cl)cc1	1.9	-0.2	4	3%	25%[57.1 µM]	-8%	6%[57.1 µM]	3	7
Cc1ccc(S(=O)(=O)NCCc2sc3nc(-c4ccccc4)nn3c2C)cc1C	1.5	0.3	-3	-2%	17%[57.1 µM]	4%	5%[57.1 µM]	.	8
O=C(NCCOc1ccccc1)c1cc2ccccc2o1	0.7	-0.3	-1	5%	-17%	-16%	-11%	8	-1
O=C(c1ccc(Cl)c(S(=O)(=O)Nc2ccccc2C(=O)N2CCc3ccccc3C2)c1)N1CCc2ccccc2C1	-1.1	-0.7	-3	-8%	-2%	-20%	-4%	-2	1
CC(=O)Nc1ccc(/C(C)=N/NC(=O)c2ccc(COc3ccccc3Cl)o2)cc1	.	.	16	5%	12%	-26%	31%[activator]	.	.
O=C(CSc1nnc(CNC(=O)c2cccs2)o1)NCC1CCCO1 (stereo unspecified)	2.1	1.6	-3	-7%	21%	-22%	6%	5	1
N/C(=N\OC(=O)c1ccc(F)cc1)c1ccc(Br)cc1	0.3	-0.4	1	0%	31%[activator]	-23%	9%	-29	3
COC(=O)CCCC(=O)NC1CC(C)(C)Cc2c1cnn2-c1ccc(C)cc1 (stereo unspecified)	1.6	0.2	-1	0%	18%	-16%	6%	9	12
COc1ccc(N2CC(C(=O)N[C@@H](CC(C)C)C(=O)NC3CCCCC3)CC2=O)cc1 (stereo partly specified)	-3.4	1.1	-3	0%	5%	-18%	6%	5	1
COc1ccc(C)c(NC(=O)NCCc2cnc[nH]2)c1	-0.1	1.2	0	-13%	?	13%	-16%	38*	-3
CCOc1ccc2[nH]c3c(NCCN(C)C)ncnc3c2c1	-0.3	0.0	.	.	.	.	.	-15	10
Cc1cccc(NC(=O)CN(c2ccc(C(C)C)cc2)S(=O)(=O)c2c(C)nn(C)c2C)n1	-1.0	-0.2	-1	9%	13%	0%	0%	-2	-5
CC(=O)Oc1cccc2c1C(=O)c1c(OC(C)=O)cc(C(=O)O)cc1C2=O	1.3	-0.4	-6&-12	?	-14%	11%	-10%	3	-14
COc1cccc(CN(C)C(c2ccccc2)c2ccccc2)c1OC	-0.3	-1.5	1	0%	-2%	-16%	-5%	-1	-2
CC(=O)N1CCc2cc(Br)cc(S(=O)(=O)N3CCN(c4cc(C)ccc4C)CC3)c21	0.3	0.5	-1	-1%	-2%	-7%	-6%	.	-1
COC(=O)c1ccc(NC(=O)CNCc2ccncc2)cc1	1.5	-0.5	-3	3%	?	-15%	-4%	-12	0
O=C(Cn1c(=O)n(CC2CCC(C(=O)NCCc3ccccc3)CC2)c(=O)c2ccccc21)Nc1ccccc1 (stereo unspecified)	-0.3	-1.2	-2	-7%	0%	-1%	-3%	.	0
COc1ccccc1CNC(=O)CCn1c(=O)c2ccccc2n(CC(=O)Nc2ccc(C)cc2C)c1=O	2.0	1.0	-1	-2%	26%	-28%	8%	.	-4
Cc1ccn2cc(-c3cccc(NC(=O)c4cccs4)c3)nc2c1	-0.4	-0.4	-4	2%	12%[57.1 µM]	-26%	6%[57.1 µM]	-5	-14
CCOC(=O)C1=NNC(C(=O)c2ccccc2)C1c1ccc(C)cc1 (stereo unspecified)	0.7	0.3	0	-8%	0%	-29%	-7%	6	-3
N#Cc1cc(N)ccc1-n1cccc1	0.5	0.0	6	3%	27%	-27%	8%	-9	-1
Cc1ccc(N2C(SCC(=O)O)=NC(=Nc3cccc(C)c3)C23CCCC3)cc1	0.5	-0.1	2	3%	-3%[57.1 µM]	4%	-3%	14	-4
O=C(CCNC(=O)c1ccc(Cl)cc1)NCc1ccco1	.	.	4	-1%	-19%	0%	-12%	.	.
CC(=O)c1cc2c(cc1NC(=O)c1cccc(S(=O)(=O)N3CCN(C)CC3)c1)OCO2	0.5	-0.3	1	8%	-7%	-7%	-4%	-22	-2
Cc1cccc(OCc2nc(-c3nonc3N)no2)c1C	0.2	-0.6	0	11%	6%	-8%	1%	-7	-6
Cc1nnc(N2CCN(c3cccc(Cl)c3)CC2)c2c1nnn2Cc1ccc(F)cc1	.	0.1	-2	22%	30%[activator]	1%	6%	.	-3

Fetched by structure from above (5):
compound	D2 agonist	TRHR ag	PI4K2A inh	mIDH1 inhibitor	TrxR1 inh	USP1 inh	TrxR1 substrate	D2 antag	TRHR PAM
O=C(CSc1nnc(CNC(=O)c2cccs2)o1)NCC1CCCO1 (stereo unspecified)	2.1	1.6	-3	-7%	21%	-22%	6%	5	1
CC(C)Cn1c(C2CC(=O)N(c3ccccc3Cl)C2)nc2ccccc21 (stereo unspecified)	-0.2	-0.8	1	53%[activator]	8%	-26%	-1%	.	-1
Cc1cc(NC(=O)CSc2nnnn2-c2ccc(C(C)C)cc2)no1	-0.5	0.0	5	2%	3%	-18%	2%	-13	11
COC(=O)c1ccc(NC(=O)CNCc2ccncc2)cc1	1.5	-0.5	-3	3%	?	-15%	-4%	-12	0
Cc1cccc(NS(=O)(=O)c2cc3c(cc2C)N(C)CCO3)c1	3.1	0.4	-4	1%	-1%[57.1 µM]	-9%	4%[57.1 µM]	4	-2

(cont.)
compound	D2 agonist	TRHR ag	PI4K2A inh	mIDH1 inhibitor	TrxR1 inh	USP1 inh	TrxR1 substrate	D2 antag	TRHR PAM
O=C(c1ccc(Br)o1)N1CCN(c2ncccn2)CC1	1.0	0.1	-1	9%	-25%	-21%	-5%	-16	-3
Cc1c(NS(=O)(=O)c2ccc(F)cc2)c(=O)n(-c2ccccc2)n1C	0.4	0.1	8	0%	23%	?	10%[57.1 µM]	16	-8
COCCNC(=O)CSc1nc2nc(C)cc(C)n2n1	0.7	1.2	5	0%	8%	2%	4%	-34	-8
CCc1ccc2nc(NC(=O)C3CSC4(C)CCC(=O)N34)sc2c1 (stereo unspecified)	0.8	-0.2	-8	-1%	4%	-19%	-3%[57.1 µM]	-3	11
C/C(CC(=O)N1CCN(C=O)CC1)=N\NC(=O)c1ccc(Br)cc1	-0.1	0.4	-5	-4%	-9%	0%	-3%	4	6
